# RNase H inhibition = RNase H inhibition, HIV 1 Gag Pol polyprotein, FRET biochemical assay, screening (AID 372). HIV-1 RT RNase H, FRET RNA/DNA substrate fluorescence; higher % means a stronger effect. inhibition, % at 10 µM, or IC50 in µM where a hit was titrated. actives 0.77% (n = 100,000); in the data active = inhibition above about 50%
# Numbers without * were called inactive. The list is partial. The share of hits here may be higher or lower than overall.
SMILES,RNase H inhibition
CCOC(=O)NC(Nc1ccc(C)cc1)(C(F)(F)F)C(F)(F)F,1.0%
Cc1cc(C)cc(NCc2ccccc2[N+](=O)[O-])c1,9.0%
CCC(C(=O)NCCc1ccc(OC)c(OC)c1)c1ccccc1 (centres undefined),5.0%
O=C1CC(c2cc3c(cc2Br)OCO3)c2ccc3ccccc3c2N1 (centres undefined),6.0%
N#Cc1ccc(Oc2ccc(Cl)c(Oc3ccc(C#N)c(C#N)c3)c2)cc1C#N,21.0%
COc1cccc(C(=O)N2CCN(Cc3ccccn3)CC2)c1,12.0%
Cc1cc(I)ccc1NC(=O)c1ccc(-c2ccccc2[N+](=O)[O-])o1,49.0%
COc1ccc(CN2CCN(Cc3ccc4c(c3)OCO4)CC2)c(OC)c1OC,6.0%
CC(C)CC(=O)Nc1cccc(Cl)c1Cl,6.0%
CCCC(=Nc1ccccc1)C1=C(O)CC(CC(C)SCC)CC1=O (centres undefined),3.0%
CC(=O)NS(=O)(=O)c1ccc(NC(=O)c2cccc(C)c2)cc1,2.0%
CCOC(=O)c1c[nH]c2ccccc2c1=O,10.0%
Cc1[nH]c2ccccc2c1/C=C(\C#N)C(=O)NCc1ccco1,2.0%
CCCC1CCC(c2ccc(C(=O)N3CCOCC3)cc2)CC1 (centres undefined),9.0%
COc1ccccc1NC(=O)CC1S/C(=N\N=C2/CCCc3ccccc32)NC1=O (centres undefined),0.0%
O=c1c2c3c(sc2ncn1/N=C/c1ccc(-c2cccc([N+](=O)[O-])c2)o1)CCCC3,10.0%
O=C(N/N=C/c1c(Cl)cccc1Cl)c1ccccc1O,4.0%
C/C(=N\NC(=O)CNC(=O)Cc1ccccc1)c1ccccc1,1.0%
COc1ccc(N2C(=O)C(O)=C(C(C)=O)C2c2ccc(Br)cc2)cc1 (centres undefined),17.0%
CN1C(=O)C(=Cc2ccc(O)cc2)C(=O)N(C)C1=S,6.0%
COc1ccccc1NC(=O)C(Cc1ccccc1)NS(=O)(=O)c1ccc(C)cc1 (centres undefined),17.0%
CSc1ccc(/C=C2\C(=O)NC(=O)N(c3ccc(Br)c(C)c3)C2=O)cc1,0.0%
Cc1c(C(=O)NC(=S)Nc2ccc(N3CCOCC3)c(Cl)c2)cccc1[N+](=O)[O-],12.0%
CCOC(=O)/C(C#N)=N/Nc1cc(C(N)=O)ccc1OC,7.0%
COc1nccnc1NS(=O)(=O)c1ccc(NC(=O)c2ccc(Br)cc2)cc1,2.0%
# The list continues.
SMILES,RNase H inhibition
Cc1ccc2nc(-c3ccccc3N)[nH]c2c1,7.0%
Cc1ccc(S(=O)(=O)N/N=C/c2sccc2C)cc1,0.0%
COc1cccc(C(=O)NCCNc2ccc(C(F)(F)F)cc2[N+](=O)[O-])c1,5.0%
CCCOc1cccc(C(=O)Nc2ccc3c(c2)OCCO3)c1,3.0%
O=[N+]([O-])c1cc2c(cc1C1NN=C(c3ccccc3)S1)OCO2 (centres undefined),9.0%
Cc1ccc(-c2cc(C(=O)NCC3CCCO3)c3ccccc3n2)c(C)c1 (centres undefined),7.0%
O=C(Nc1ccc(Cl)cn1)c1cc(F)c(F)cc1Cl,0.0%
COc1ccc(-c2cc(-c3ccc(C)cc3)nc(N3CCCC3)n2)cc1OC,11.0%
O=C(Cc1ccc([N+](=O)[O-])cc1)NCc1ccccc1Cl,10.0%
O=C1NN(c2ccccc2)C(=O)/C1=C/c1cccn1-c1ccc([N+](=O)[O-])cc1,23.0%
C=CCn1c(SCC(=O)O)nnc1-c1cccc(C)c1,9.0%
CCN(CC)C1=C/C(=N/S(=O)(=O)c2ccccc2)c2ccccc2C1=O,20.0%
Cc1ccc(C(=O)Nc2cc(-c3nc4cc(C)c(C)cc4o3)ccc2C)cc1,14.0%
O=C(Nc1ccc(Br)cc1)/C(=C/c1cccc([N+](=O)[O-])c1)NC(=O)c1cccs1,13.0%
COc1ccc(CN2CCC(C)CC2)c(C)c1C,3.0%
COCCN1C(=O)C(=O)/C(=C(/O)c2ccccc2)C1c1ccccc1F (centres undefined),5.0%
O=C(/C=C/c1cccc([N+](=O)[O-])c1)N1CCCc2ccccc21,27.0%
C/C(=N\NC(=O)Cc1ccccc1)c1ccc(Br)cc1,9.0%
Cc1ccnc(NS(=O)(=O)c2ccc(NC(=O)c3ccco3)cc2)n1,15.0%
Nc1ccc(C(=O)/C=C/c2ccc(F)cc2)cc1,3.0%
Cc1ccc(N(Cc2c(O)ccc3ccccc23)C(=O)c2ccco2)cc1,14.0%
CCOc1cc(/C=N/NC(=O)c2c[nH]c3ccccc23)ccc1O,10.0%
C#CC(C)(C)NC(=O)CN(c1cc(Cl)ccc1OC)S(=O)(=O)c1ccc(C)c([N+](=O)[O-])c1,2.0%
O=C1NC(=S)/C(=C/c2ccc(OCc3ccc(F)cc3)c(Br)c2)N1,8.0%
O=c1[nH]c(=O)n(-c2ccc(Cl)cc2)c(O)c1C=Nc1cccc(F)c1,7.0%

# Structural class: the entries above with a Cl atom (8)
SMILES,RNase H inhibition
N#Cc1ccc(Oc2ccc(Cl)c(Oc3ccc(C#N)c(C#N)c3)c2)cc1C#N,21.0%
CC(C)CC(=O)Nc1cccc(Cl)c1Cl,6.0%
O=C(N/N=C/c1c(Cl)cccc1Cl)c1ccccc1O,4.0%
Cc1c(C(=O)NC(=S)Nc2ccc(N3CCOCC3)c(Cl)c2)cccc1[N+](=O)[O-],12.0%
O=C(Nc1ccc(Cl)cn1)c1cc(F)c(F)cc1Cl,0.0%
O=C(Cc1ccc([N+](=O)[O-])cc1)NCc1ccccc1Cl,10.0%
C#CC(C)(C)NC(=O)CN(c1cc(Cl)ccc1OC)S(=O)(=O)c1ccc(C)c([N+](=O)[O-])c1,2.0%
O=c1[nH]c(=O)n(-c2ccc(Cl)cc2)c(O)c1C=Nc1cccc(F)c1,7.0%

# The listing picks up, starting 3 compounds before the break.
SMILES,RNase H inhibition
C#CC(C)(C)NC(=O)CN(c1cc(Cl)ccc1OC)S(=O)(=O)c1ccc(C)c([N+](=O)[O-])c1,2.0%
O=C1NC(=S)/C(=C/c2ccc(OCc3ccc(F)cc3)c(Br)c2)N1,8.0%
O=c1[nH]c(=O)n(-c2ccc(Cl)cc2)c(O)c1C=Nc1cccc(F)c1,7.0%
CCc1ccc(C2C(C#N)=C(N)OC3=C2C(=O)CCC3)cc1 (centres undefined),3.0%
CCOc1cc(/C=N/NC(=O)CSc2nc(C)cc(C)n2)ccc1OCc1cccc(Cl)c1,14.0%
Cc1cc(C)cc(NC(=O)C(=O)NC2CCCCC2)c1,6.0%
Cc1ccc(/C=N\NC(=O)C2COc3cc4ccccc4cc3O2)cc1 (centres undefined),15.0%
Cc1cccc(C)c1OCCOc1cccc(/C=C2\SC(=S)NC2=O)c1,43.0%
COC(=O)c1ccc(C(=O)Nc2cc(Cl)ccc2Cl)cc1NC(=O)c1cccs1,10.0%
COc1cc(C(=O)NCCc2nc3ccccc3[nH]2)cc(OC)c1OC,7.0%
O=C(O)CCC(=O)Nc1ccc(Br)cc1C(=O)c1ccccc1Cl,4.0%
CN(C)c1cccc(NC(=O)Cc2cccc3ccccc23)c1,18.0%
COc1cccc(C2/C(=C(/O)c3ccccc3)C(=O)C(=O)N2c2nc3ccccc3s2)c1 (centres undefined),10.0%
O=C(N/N=C\C=N/NC(=O)C(O)c1ccccc1)C(O)c1ccccc1 (centres undefined),1.0%
COc1ccc(C2CC(c3ccccc3)=NN2c2ccc(/C=N/NC(=O)c3cccnc3)cc2)cc1 (centres undefined),8.0%
COc1cc(C2=N/C(=C\N(C)C)C(=O)O2)cc(OC)c1OC,7.0%
CCOC(=O)/C(C(N)=NCCO)=C(/O)OCC,0.0%
O=C(O)C1CCCCC1C(=O)N1CCN(c2ccc(Cl)cc2)CC1 (centres undefined),0.0%
CC(C)N1CCC(=NNC(=O)COc2ccc(Cl)cc2Cl)CC1,5.0%
Cc1ccc(NCCC(=O)c2cccc([N+](=O)[O-])c2)cc1,12.0%
COc1ccc(C(=O)Nc2ccc(I)cc2Cl)cc1Cl,4.0%
COc1ccccc1N1CCN(C(=O)CN(C)S(=O)(=O)c2ccc(C)cc2)CC1,2.0%
O=C(N/N=C/c1ccc2c(c1)OCO2)c1ccc([N+](=O)[O-])cc1Cl,5.0%
COc1ccc(N(CC(=O)Nc2ccc(C(N)=O)cc2)S(C)(=O)=O)cc1,9.0%
CCNc1nc(NC(C)C)nc(Oc2ccccc2C(=O)OC)n1,16.0%
CC(=O)Oc1ccc(N2C(=O)C3C(C2=O)C2(c4ccccc4)C(=O)C3(c3ccccc3)C(c3ccccc3)=C2c2ccccc2)cc1 (centres undefined),24.0%
CC(C)CNC(=O)c1cccc(NC(=O)/C=C/C(=O)O)c1,4.0%
O=C(NC(=S)Nc1ccc2oc(-c3ccc(Br)cc3)nc2c1)c1cccc(Cl)c1,28.0%
# Further results
SMILES,RNase H inhibition
Oc1ccc(/C=N/Nc2cc(N3CCOCC3)nc(N3CCOCC3)n2)cc1O,20.0%
OC1(C#CCN(C2CCCCC2)C2CCCCC2)CCCCC1,20.0%
CCOC(=O)C1=C(C)N=c2s/c(=C\c3cccc(OCc4ccc([N+](=O)[O-])cc4)c3)c(=O)n2C1c1ccc(OC)c(OC)c1 (centres undefined),9.0%
CCOC(=O)c1ccc(NC(=O)c2cc(Cl)ccc2OC)cc1,4.0%
O=C(O)COc1ccc(C=C2C(=O)NC(=S)NC2=O)cc1Br,7.0%
Cc1nnc(NC(=O)CCCOc2ccc(Cl)cc2Cl)s1,0.0%
CCOC(=O)C1=C(N)OC2=C(C(=O)CCC2)C1c1cccs1 (centres undefined),0.0%
CC(C)c1ccc(C2CC(=O)NC(SCC(N)=O)=C2C#N)cc1 (centres undefined),0.0%
O=C(c1ccccc1)N(c1ccc(N(C(=O)c2ccccc2)S(=O)(=O)c2ccccc2)c(Cl)c1)S(=O)(=O)c1ccccc1,22.0%
COc1ccccc1N1CCN(Cc2cc(OC)c(O)c(OC)c2)CC1,0.0%
O=C1NC(=O)N(c2ccccc2)C(=O)/C1=C\c1ccc(OCc2ccc(F)cc2)cc1,6.0%
Cc1cccc(OCC(=O)N/N=C/c2cccn2-c2ccc([N+](=O)[O-])cc2)c1,18.0%
O=[N+]([O-])c1cccc(-c2ccc(/C=N/n3c(-c4ccccc4)n[nH]c3=S)o2)c1,0.0%
Cc1[nH]n(-c2ccccc2)c(=O)c1C(c1ccc(N(C)C)cc1)c1c(C)[nH]n(-c2ccccc2)c1=O,11.0%
Oc1cccc(/C=N/Nc2nc(Nc3ccc(F)cc3)nc(N3CCCCC3)n2)c1,17.0%
Cc1c(Cl)cccc1N=Cc1ccc(C=Nc2cccc(Cl)c2C)cc1,6.0%
CCOc1ccc(N2C(=O)CC(N(Cc3ccco3)C(=O)c3ccc(Cl)cc3)C2=O)cc1 (centres undefined),13.0%
O=C1NC(=S)N(c2cccc(Cl)c2Cl)C(=O)/C1=C/c1cc(Cl)c(O)c(Cl)c1,24.0%
CCOC(=O)c1c(NC(=O)C(C)C)sc(C(N)=O)c1C,0.0%
Cc1cccc(N2CCN(C(=O)/C=C/c3ccc(Cl)cc3)CC2)c1C,11.0%
CCOC(=O)c1sc(NC(=O)c2cc(-c3ccc(C)o3)nc3ccccc23)c(C(=O)OCC)c1C,0.0%
O=c1cc(-c2ccccc2)nc(-c2ccc(Br)cc2)[nH]1,15.0%
O=C(CN1C(=O)/C(=C/c2ccc(Br)cc2)SC1=S)Nc1nccs1,34.0%
C=CCc1ccc(OCCOCCOc2ccccc2[N+](=O)[O-])c(OC)c1,0.0%
CCOc1ccc(N(CC(=O)Nc2ccc(Br)cc2)S(=O)(=O)c2ccc(C)cc2)cc1,2.0%
# Other records follow:
SMILES,RNase H inhibition
CCN(CC)c1ccc(/C=N\N2CCN(c3ccccc3)CC2)c(O)c1,17.0%
c1ccc(-c2nc(C3CCCCC3)no2)cc1,13.0%
COC(=O)c1cc(Br)ccc1NC(=O)c1ccc([N+](=O)[O-])cc1,8.0%
CC(=O)c1cccc(NC(=O)c2nn3c(C(F)(F)F)cc(-c4cccs4)nc3c2Cl)c1,12.0%
CC1(C)Oc2c(C(C)(C)C)cc([N+](=O)[O-])c(C(C)(C)C)c2O1,13.0%
Cn1c(/C=C/c2cn(Cc3ccccc3)c3ccccc23)nc2ccccc2c1=O,16.0%
Cc1ccc2oc(-c3ccc(N=C/C=C/c4cccc(Br)c4)cc3)nc2c1,22.0%
COC(=O)/C(=C\Nc1ccccc1)[N+](=O)[O-],0.0%
Cc1c(-c2ccc(C=O)o2)ccc([N+](=O)[O-])c1C,32.0%
CC1=C(C(=O)c2ccccc2)C(c2ccc(F)cc2)NC(=O)N1 (centres undefined),1.0%
CCOC(=O)C1=CN(c2ccc(OCC)cc2)C=C(C(=O)OCC)C1c1cccc(F)c1,14.0%
Cc1ccc(C)c(NC(=O)CN(c2cccc(C(F)(F)F)c2)S(C)(=O)=O)c1,6.0%
Cc1cccc(C(=O)NC(=S)Nc2nc(-c3cccc([N+](=O)[O-])c3)cs2)c1,43.0%
COc1ccc(Br)cc1/C=C/C(=O)Nc1ccc(Cl)cn1,11.0%
Cc1sc(NC(=O)C2CCCO2)c(C(N)=O)c1C (centres undefined),3µM*
C(=N\n1cnnc1)/c1cn[nH]c1-c1ccccc1,11.0%
Cc1ccc(NC(=O)Nc2nnc(-c3ccccc3SCc3ccc(F)cc3)s2)cc1,36.0%
COC(=O)C1=C(C)NC2=C(C(=O)CC(c3ccc(Cl)cc3)C2)C1c1ccccc1 (centres undefined),8.0%
O=C(c1ccncc1)N1N=C(c2ccc(Cl)cc2)CC1(O)C(F)(F)F (centres undefined),13.0%
COc1cccc(C(=O)Nc2ccc(Br)cc2C(=O)O)c1,8.0%
O=S(=O)(Nc1cccc2ccccc12)c1cc(Cl)ccc1Cl,15.0%
CCOC(=O)C1=C(N)Oc2n[nH]c(C)c2C1c1ccc(Cl)cc1Cl (centres undefined),9.0%
O=C(Nc1cc([N+](=O)[O-])ccc1O)c1ccc(C(=O)Nc2cc([N+](=O)[O-])ccc2O)cc1,3.0%
C=CCNC(=O)CN(c1ccc(C)cc1)S(=O)(=O)c1ccc(SC)cc1,13.0%
COc1ccc(C2/C(=C(/O)c3ccc([N+](=O)[O-])cc3)C(=O)C(=O)N2CCO)c(OC)c1 (centres undefined),19.0%
O=S(=O)(c1ccccc1)N(Cc1ccc(F)cc1)c1ccccc1,10.0%

# Assay outcomes (PubChem)
